Assay outcomes: PubChem BioAssay, The Scripps Research Institute Molecular Screening Center
PRMT1 inh: PRMT1 methyltransferase inhibitors, primary screen, biochemical, fluorescence polarization | Protein arginine N-methyltransferase 1 (Homo sapiens), Q99873 | recombinant PRMT1, activity-based probe fluorescence polarization | inhibition, % at 2.79 µM | 370,000 tested, 1.3% active | AID 652257, 2013;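 active means inhibition above about 21% made by adding two undisclosed values, limit read from the data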
MBD2 inh: inhibitors of MBD2 binding to methylated DNA, primary screen, biochemical, TR-FRET, DNA-binding domain, human. Methyl-CpG-binding domain protein 2 (Homo sapiens), Q9UBB5. AID 686964, 2013. MBD2 binding to methylated oligonucleotide. 370,000 tested, 0.31% active. inhibition, % at 4.4 µM; in the data active means inhibition above about 13%
Tn7 DDE FP: inhibitors of Tn7 peptide binding to fibrin DD(E), primary screen, biochemical, fluorescence polarization, human fibrin, Tn7 probe; FP displacement of FITC-Tn7 peptide from fibrin DD(E); 0% = median of compound wells per plate; inhibition, % at 8.3 µM; 370,000 tested, 0.13% active;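 active means inhibition above the mean of compounds falling within the control limits plus 3 SD of them, cut at about 14% in these data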;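 further: 0% = plate median of compound wells and 100% = 10 µM Aha-Tn7 peptide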
Target sequence (P02675 whole entry, looked up): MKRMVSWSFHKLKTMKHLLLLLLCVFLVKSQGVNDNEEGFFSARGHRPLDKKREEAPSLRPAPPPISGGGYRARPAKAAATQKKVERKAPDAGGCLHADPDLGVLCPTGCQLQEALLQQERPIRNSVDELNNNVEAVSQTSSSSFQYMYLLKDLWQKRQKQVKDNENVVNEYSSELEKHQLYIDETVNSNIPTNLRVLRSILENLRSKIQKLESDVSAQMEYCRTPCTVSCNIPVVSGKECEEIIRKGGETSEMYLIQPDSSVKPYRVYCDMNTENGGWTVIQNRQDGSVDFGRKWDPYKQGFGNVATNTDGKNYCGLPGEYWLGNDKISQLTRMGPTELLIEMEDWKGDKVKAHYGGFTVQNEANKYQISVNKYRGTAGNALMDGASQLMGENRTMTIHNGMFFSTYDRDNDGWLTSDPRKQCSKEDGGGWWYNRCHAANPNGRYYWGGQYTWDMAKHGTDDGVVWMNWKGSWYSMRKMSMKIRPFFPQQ
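Test system – human fibrin DD(E) · Times – 10 min preincubation, 3 h with tracer, room temperature · Detection – fluorescence polarization of the labelled Tn7 tracer · Measure – percent inhibition normalized to high-control wells · Benchmarks – high control wells with 10 µM unlabelled Aha-Tn7 peptide (full inhibition) · Repeats – singlicate testing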
DDE Tn6 FP inh: inhibitors of Tn6 peptide binding to fibrin DD(E), primary screen, biochemical, fluorescence polarization, human fibrin, Tn6 probe. Fibrin DD(E) TRITC-Tn6 fluorescence polarization displacement. Fibrinogen beta chain (Homo sapiens), P02675. 370,000 tested, 0.21% active. AID 720509, 2013. inhibition, % at 8.3 µM;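 active means inhibition above a per-campaign cutoff: mean of compounds within control limits plus 3 SD, cut at about 15% in these data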;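 further: 0% = median of all compound wells on the plate and 100% = blocking peptide control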
TDP2 inh: human TDP2 enzyme inhibitors, primary screen, biochemical, epi absorbance, recombinant enzyme | 370,000 tested, 0.34% active | T5PNP hydrolysis, p-nitrophenol absorbance 415 nm | inhibition, % at 12.8 µM;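 active means inhibition above the mean of all tested compounds plus 3 SD, set per campaign, cut at about 25% in these data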;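 further: 0% = DMSO with enzyme and 100% = buffer with substrate but no TDP2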
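Material: recombinant human TDP2; quantity: TDP2 enzyme at 120 nM final; medium: Tris-HCl pH 7.5 with MgCl2; compound: single concentration, 12.8 µM nominal, with 1% DMSO; incubation: 2 h enzyme incubation at 37 °C; signal: epi absorbance; measure: percent inhibition; benchmarks: high control without enzyme, low control DMSO plus TDP2; repeats: singlicate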
LEDGF integ inh: blockers of LEDGF/p75-dependent integrase strand transfer – biochemical, TR-FRET, high throughput, primary screen | TR-FRET IN-LEDGF/p75 DNA integration, Eu/Cy5 | HIV-1 integrase (with human LEDGF/p75) | inhibition, % at 3.7 µM | 370,000 tested, 0.64% active;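 active means inhibition above the screen-wide mean plus 3 SD, cut at about 13% in these data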;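 further: signal is the Cy5 over europium emission ratio at 671 and 618 nm; 0% = plate median of compound wells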
SIAE primary: human SIAE inhibitors, primary screen, biochemical, fluorescence polarization, FP-Rh probe, 1536-well HTS; Sialate O-acetylesterase (Homo sapiens), Q9HAT2; SIAE FP-Rh probe binding; inhibition, % at 9.66 µM; 370,000 tested, 0.69% active;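 active means inhibition above a cutoff: mean of compounds within the control limits plus 3 SD of those, cut at about 17% in these data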;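 further: 0% = plate median of compound wells and 100% = probe without SIAE protein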
proKLK7 act: proKLK7 zymogen activators, primary screen, biochemical, fluorescence intensity; AID 652039, 2013; 370,000 tested, 0.9% active; purified proKLK7, EDANS-DABCYL substrate fluorescence; 100% is mature enzyme control, 0% vehicle; activation, % at 7 µM;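 active means activation above the mean of all tested compounds plus 3 SD, computed per campaign excluding outliers beyond control limits, cut at about 13% in these data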
Target sequence (P49862 whole entry, looked up): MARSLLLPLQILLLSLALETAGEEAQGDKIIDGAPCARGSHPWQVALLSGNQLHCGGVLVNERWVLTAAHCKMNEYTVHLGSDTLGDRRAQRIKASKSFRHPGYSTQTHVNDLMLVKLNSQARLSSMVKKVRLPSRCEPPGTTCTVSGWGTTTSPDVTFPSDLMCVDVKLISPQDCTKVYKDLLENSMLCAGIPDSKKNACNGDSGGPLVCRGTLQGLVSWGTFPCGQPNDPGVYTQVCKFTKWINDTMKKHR
UHRF1 MBD2 ctr: UHRF1 methylated DNA binding inhibitors, primary screen, counter-screen for MBD2 inhibitor project, biochemical, TR-FRET, human UHRF1, single concentration. E3 ubiquitin-protein ligase UHRF1 (Homo sapiens), Q96T88. UHRF1 binding to methylated oligo. inhibition, % at 4.4 µM. 370,000 tested, 0.75% active; in the data active means inhibition above about 21%;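 further: UHRF1 SRA domain binding a hemimethylated CpG hairpin DNA probe; 0% = median of test compound wells and 100% = reference inhibitor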
TCR-CD3 inh: inhibitors of human TCR-CD3 interaction, primary screen, biochemical, fluorescence, TAMRA-labeled TCR probe; AID 651800, 2012; T-cell receptor (TCR); inhibition, % at 9.4 µM; 360,000 tested, 0.37% active; in the data active means inhibition above about 19%;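 further: recombinant mutant TCR 2C K166C tagged with TAMRA read by polarization; 0% = receptor in buffer alone and 100% = receptor with positive control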
An asterisk follows results filed as active; . = no result given.

SMILES	SIAE primary	proKLK7 act	PRMT1 inh	LEDGF integ inh	UHRF1 MBD2 ctr	TDP2 inh	TCR-CD3 inh	Tn7 DDE FP	DDE Tn6 FP inh	MBD2 inh
COc1ccc2c(c1)c(C(=O)O)c(C)n2-c1ccc(Cl)cc1	4	0.5	-4	3	1	2	-8	-4	-6	-1
COc1cccc(-c2nnc(SCc3cc(C)ccc3C)n2Cc2ccco2)c1	8	0.8	6	0	0	-7	.	-2	1	-5
COP(C)(=O)c1c(C)nn(-c2ccccc2)c1C (stereo unspecified)	-3	-0.2	-2	2	-1	10	6	1	-4	3
CCOC(=O)[C@]12CCC=C1N(Cc1ccco1)C(=O)[C@H](CC(=O)NCc1cccc(C(F)(F)F)c1)C2	0	0.4	10	-1	5	2	-6	10	9	3
OCC[C@@H]1C[C@H](O)[C@@H](O)[C@]2(CCCc3ccccc3O2)O1	2	0.1	1	-2	-3	-8	10	2	0	-5
CCN(CC)CCCNC(=O)CC1Oc2ccc(C)cc2NC1=O (stereo unspecified)	6	0.2	-3	0	1	0	11	2	-6	2
O=C(NCCCNC(=O)c1ccc(Cl)cc1Cl)c1ccccn1	6	-0.2	-6	5	-2	15	6	-2	-4	-4
CCc1ccccc1N(CC(=O)NCc1ccco1)C(=O)CCC(=O)Nc1ccccn1	-1	0.2	-2	2	-2	9	2	-2	-4	-4
CCN(CC)c1ccc(/C=N/OCC(=O)N2CCCc3ccccc32)cc1	-5	-1.3	7	-3	1	-2	3	-1	-6	8
CCn1c(=O)c(-[n+]2ccccc2)c(O)c2ccccc21	1	-0.8	13	0	1	-11	0	-2	3	-1
O=C(C[n+]1ccccc1)N/N=C/c1cc(Br)ccc1O	-2	0.6	1	-9	-2	-12	-5	1	5	3
COC(=O)c1sccc1NC(=O)c1c(Cl)cccc1Cl	-6	-0.8	-1	3	3	-15	-3	-8	0	3
CC(C)(C)S(=O)(=O)N1C[C@H]2CC/C=C\C/C(c3ccccc3)=C\2[C@@H]1CCO	1	0.1	0	3	16	-1	-7	-2	-5	2
CC(C)(C)CN1C(N)=NC[C@@H]1Cc1ccc(O)cc1	4	0.5	-1	0	-2	7	4	-1	5	-3
O=S1(=O)N=C(N2CCN(Cc3ccccc3)CC2)c2ccccc21	3	-0.1	2	2	2	3	-1	-7	3	2
CCN(CC(=O)NC1CCCC1)S(=O)(=O)c1ccc(F)cc1	4	-0.2	-1	-3	1	-2	-2	6	2	1
CCOC(=O)c1ccccc1NC(=O)CCNC(=O)Cn1cnc2ccccc2c1=O	-1	0.2	0	0	-2	-2	5	-4	-4	0
CN(C)CCCN(C(=O)c1ccco1)c1nc(-c2ccc(Cl)cc2)cs1	5	0.1	2	3	81*	-1	3	3	-4	0
NS(=O)(=O)c1cccc(NC(=O)c2ccc(NS(=O)(=O)c3cccc([N+](=O)[O-])c3)cc2)c1	1	-0.4	0	6	2	-1	2	-1	6	-4
COc1ccccc1CNC(=O)Cc1c[nH]c2ccccc12	1	-0.2	-1	-2	-2	-3	3	-4	6	-10
Cc1cc(C)c(OCC(=O)OCC(=O)N2CCN(C(=O)c3ccco3)CC2)c(C)c1	18*	-0.2	6	-3	0	2	-2	-3	-7	7
O=[N+]([O-])c1ccc(Br)c(CN2CCN(c3ncc(Cc4ccccc4)cn3)CC2)c1	3	-0.9	-3	1	-1	-6	0	-6	1	-3
O=C(NC(Cc1ccccc1)C(=O)NCCc1ccccn1)c1cccs1 (stereo unspecified)	-4	-0.6	3	0	0	0	-1	-1	11	0
Cc1[nH]c2ccccc2c1C(=O)C(=O)N1CCN(c2cccc(Cl)c2)CC1	-11	0.3	-5	4	1	-24	-10	3	-6	-2
Cc1cccc(Nc2nc(-c3ccccc3)c(C(=O)Nc3cccnc3)s2)c1	-3	-10	0	-1	9	-28	3	-3	-7	-2

More entries follow.
SMILES	SIAE primary	proKLK7 act	PRMT1 inh	LEDGF integ inh	UHRF1 MBD2 ctr	TDP2 inh	TCR-CD3 inh	Tn7 DDE FP	DDE Tn6 FP inh	MBD2 inh
O=C(NCCN1CCOCC1)c1ccc(F)cc1	3	0.3	-2	2	-2	-8	1	1	4	1
CCOC(=O)CCC(=O)NNC(=O)COc1ccc(C(C)C)cc1Br	7	-0.3	-4	4	-1	-2	8	-2	2	-7
Cc1cc(C)nc(N2C(=O)CC(Cc3ccccc3)C2=O)n1 (stereo unspecified)	-12	-0.2	1	-3	0	-3	5	6	7	1
COc1ccc(N2CC(NC(=O)c3cccc4ccccc34)CC2=O)cc1OC (stereo unspecified)	-7	-0.1	-4	5	5	-5	-10	0	-3	0
Cc1ccc(-c2cc(C(=O)N3CCN(c4ccccc4O)CC3)c3ccccc3n2)o1	-1	-29	2	1	0	3	-4	-3	11	-2
Cc1cc(C(=O)COC(=O)c2cccc(O)c2)c(C)n1C1CC1	-1	-0.6	-4	4	27*	-6	4	-7	3	1
O=C(CCCN1C(=O)/C(=C/c2ccccc2)SC1=S)NCCCn1ccnc1	1	0.4	9	2	-4	-8	-1	8	-1	-1
O=S1(=O)c2c(NCc3ccco3)cccc2Oc2ccccc2CN1Cc1cn(Cc2cccc(C(F)(F)F)c2)nn1	-3	-9.7	1	-4	4	-1	.	1	-2	-2
O=[N+]([O-])c1cccc(N/N=C/c2ccc(N3CCOCC3)cc2)c1	18*	-0.2	6	-8	2	-13	-10	-4	-9	3
CCOC(=O)C1CCN(c2c(C(=O)c3ccccc3)cnc3ccc(Cl)cc23)CC1	-3	0.7	-8	4	-2	-5	-2	3	1	-5
O=C(Cc1ccc2c(c1)OCO2)N1CCC(n2nc(-c3ccccc3)oc2=O)CC1	3	.	-4	3	-1	3	.	4	1	-1
Cc1ccc(CNC(=O)CN2NS(=O)(=O)c3ccccc3C2=O)cc1	-1	0.2	0	-3	-1	0	4	12	8	-3
COc1cccc(CNC(=O)C(C)n2nc(C)n3c(cc4occc43)c2=O)c1 (stereo unspecified)	-2	0.4	4	-8	0	2	-1	2	9	0
COc1ccc(NC(C)C(=O)Nc2ccc(C#N)cc2)cc1Cl (stereo unspecified)	3	0.4	0	-2	-2	11	7	6	9	0
CN(c1ccccc1)S(=O)(=O)c1ccc(NC(=S)Nc2ccccc2)cc1	0	-0.4	2	-1	-1	8	-4	0	2	-1
CCOC1=C2[C@H](c3ccccc3Cl)N(S(=O)(=O)c3ccc(C)cc3)C[C@H]2C(C#N)(C#N)C(C#N)(C#N)C1	0	-0.1	2	4	0	4	8	3	-1	-4
COC(=O)c1ccc(OC(=O)C2CSC3(C)CCC(=O)N23)cc1 (stereo unspecified)	10	0.3	-1	4	-1	-1	-2	7	7	-1
CN(CC(=O)NCc1ccccn1)S(=O)(=O)c1ccc(F)cc1	-1	-0.6	-1	0	-1	10	-1	-2	5	0
CCOCCCNC(=O)c1ccc2c(c1)ncn2C1CCCC1	8	-0.3	3	3	2	4	0	0	-10	-3
C=Cn1cc[n+](CC(=O)c2ccc(OC)c(OC)c2)c1	-12	-0.5	1	1	2	-16	5	0	7	3
C=CCn1c(SCC(=O)NC(=O)NC2CCCC2)nnc1C1CCCCC1	-2	0.4	-2	2	4	-5	0	6	-6	2
CCCCNC(=O)c1cccc(NC(=O)C(=O)c2ccccc2NC(C)=O)c1	-4	0.1	2	0	5	4	2	-9	4	-1
CCOC(=O)CC(NC(=O)CCc1c(C)nc2ncnn2c1C)c1ccc(OC(C)C)cc1 (stereo unspecified)	-2	0.1	2	-6	1	-1	-10	-4	1	0
COC(=O)c1sc(S(=O)(=O)N2CCCCC2C(=O)O)c(C(=O)OC)c1C (stereo unspecified)	3	-0.2	-1	2	-3	7	3	7	-7	0
CC(OC(=O)Cn1[nH]c(=O)c2ccccc2c1=O)C(=O)NC1(C#N)CCCCC1 (stereo unspecified)	5	0.9	-3	2	1	-1	14	3	-2	0

(next part)
SMILES	SIAE primary	proKLK7 act	PRMT1 inh	LEDGF integ inh	UHRF1 MBD2 ctr	TDP2 inh	TCR-CD3 inh	Tn7 DDE FP	DDE Tn6 FP inh	MBD2 inh
CC1CC(C)(C)NC(=S)N1CCCC(=O)N1CCN(c2ccccc2F)CC1 (stereo unspecified)	7	-1.0	-3	3	0	-5	3	-14	4	4
CCOc1ccc(Nc2nc(N)nc(CCl)n2)cc1	3	-0.1	4	3	0	12	-3	-4	11	1
C=CCNC(=S)N1CCN(CCNC2=CC(=O)CC(C)(C)C2)CC1	1	0.2	-3	3	-1	-13	-2	-6	-5	-6
O=[N+]([O-])c1ccc(CN2CC(N3CCC(Cc4ccccc4)CC3)CS2(=O)=O)cc1 (stereo unspecified)	2	0.7	-3	-1	-1	-1	-7	-2	1	0
C[C@H](NC(=O)[C@@H]1CSC2c3ccccc3C(=O)N21)C(=O)NCc1c(F)cccc1Cl (stereo partly specified)	-1	0.1	1	-1	0	2	9	3	8	2
O=C(NC12CC3CC(CC(C3)C1)C2)c1ccc(-c2ccccc2Cl)o1	-10	0.1	-3	0	1	3	5	5	1	0
O=C(Cn1c(C(F)(F)F)nc2ccccc21)c1ccc(Br)cc1	-3	0.3	1	-5	1	-7	-4	2	-5	-1
COc1cc(C2=NC(CO)(CO)CO2)cc(OC)c1OC	-3	-0.4	-1	-4	-1	8	-1	1	-4	-1
N/C(=N\OC(=O)Cc1cccs1)c1cccc([N+](=O)[O-])c1	1	0.0	1	-1	-1	1	-6	5	-3	-3
CC(=O)NCC(=O)OCC(=O)Nc1nc(-c2ccccc2)cs1	-4	0.1	1	-3	-2	-1	-7	0	2	0
COc1ccc(CC(CN)c2ccccc2)cc1 (stereo unspecified)	-3	-0.1	1	-6	4	-10	-5	4	3	0

Complete entries, looked up by structure. Screens in order: SIAE primary, proKLK7 act, PRMT1 inh, LEDGF integ inh, UHRF1 MBD2 ctr, TDP2 inh, TCR-CD3 inh, Tn7 DDE FP, DDE Tn6 FP inh, MBD2 inh
O=C(NC12CC3CC(CC(C3)C1)C2)c1ccc(-c2ccccc2Cl)o1 reads -10, 0.1, -3, 0, 1, 3, 5, 5, 1, 0
COc1cc(C2=NC(CO)(CO)CO2)cc(OC)c1OC reads -3, -0.4, -1, -4, -1, 8, -1, 1, -4, -1
